Screening data (PubChem BioAssay)
EPAC1 ag – qHTS for Agonist of cAMP-regulated guanine nucleotide exchange factor 3 (EPAC1): primary screen. EPAC1 agonist qHTS, biochemical assay; response scale: 100% = response to 6.5 mM cAMP. 360,000 tested, 0.073% active. Potency, µM (top dose mostly 154 µM), for the others: at the highest dose activation, usual class: activators. AID 720707, 2013; note: potency is the fitted concentration of half-maximal effect; nearly all actives have a fitted effect of over 60% in size
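Compounds were pinned as a concentration titration into mixtures of EPAC1 (100 nM), BODIPY-GDP-loaded Rap1B (250 nM) and GDP (50 uM). After 5 min at room temperature, fluorescence was followed for 30 min; activity was scaled to 6.5 mM cAMP.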
PI5P4Ka inh – qHTS for Inhibitors of phosphatidylinositol 5-phosphate 4-kinase (PI5P4K) | 330,000 tested, 1.2% active | Phosphatidylinositol 5-phosphate 4-kinase type-2 alpha (Homo sapiens), P48426 | PI5P4Kalpha enzyme, ADP-Glo luminescence, 60 min; hits give low values | max response, %; active = max response of -50% or lower; inconclusive = between -30% and -50%; inactive = -30% or higher; note: value at the top dose of about 77 µM; % is set by controls: 0 for no effect and ±100 for the full control effect
Target sequence (P48426 whole entry, looked up): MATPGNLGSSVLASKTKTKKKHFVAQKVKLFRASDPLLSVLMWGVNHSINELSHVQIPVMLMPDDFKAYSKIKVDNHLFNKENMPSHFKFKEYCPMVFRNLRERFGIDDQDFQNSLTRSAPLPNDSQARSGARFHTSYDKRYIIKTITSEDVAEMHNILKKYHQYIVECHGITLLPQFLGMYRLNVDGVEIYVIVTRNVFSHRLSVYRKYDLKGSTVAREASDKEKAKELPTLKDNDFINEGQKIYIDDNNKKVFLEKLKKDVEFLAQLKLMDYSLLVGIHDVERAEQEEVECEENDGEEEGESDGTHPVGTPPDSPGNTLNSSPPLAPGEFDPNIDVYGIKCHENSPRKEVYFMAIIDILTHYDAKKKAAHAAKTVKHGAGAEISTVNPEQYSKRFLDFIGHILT
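Single end-point luminescence (ADP-Glo) quantified ADP from PI5P4Kalpha turnover; ATP 5 microM final, 1 h at RT, 0.1% CHAPS and 0.28 mM EGTA in HEPES pH 7.4.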
IL-2 act – qHTS of IL-2 Activators. IL-2 activation reporter assay, cell-based qHTS; stimulated with anti-CD3/CD4/CD28 beads; in transgenic mouse T cells. 360,000 tested, 0.065% active. activation, % (series mostly up to about 46 µM). AID 652025, 2013; in the data active = activation above about 50%; inconclusive = mostly about 30% to 49%; note: 0% is about no effect
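Quantitative HTS in unstimulated transgenic mouse T cells, with memory T cells as non-tolerant control and PMA/ionomycin as tolerance-bypass control. Compound pretreatment lasted 60 minutes before 18 h bead stimulation; EGFP/DsRed fluorescence read.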
EPAC1 antagonist – qHTS for Antagonist of cAMP-regulated guanine nucleotide exchange factor 3 (EPAC1): primary screen | Rap guanine nucleotide exchange factor 3 (Homo sapiens), O95398 | EPAC1 GEF assay, Rap1b-BODIPY-GDP exchange fluorescence | Potency, µM (highest dose often 115 µM), inactives show at the top dose activity change, negative = inhibition, hits mostly inhibitors | 360,000 tested, 0.14% active | AID 720709, 2013;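 note: potency is the fitted concentration of half-maximal effect; plate controls were vehicle for no effect and positive control for full effect; nearly all actives have a fitted effect of over 50% in size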
CCT chaperon mod – High-Throughput Screening for Modulators of Cytosolic Chaperonin Activity; 360,000 tested, 0.3% active; activity change, % (no concentration beside the values), hits read low; purified chaperonin ATPase assay, HTRF ADP detection, 30 min; AID 651819, 2012; in the data active = activity change below about -30%; note: % is set by controls: 0 for no effect and ±100 for the full control effect
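ATPase activity: ADP formed was measured by HTRF Transcreener (665/615 nm ratio) after 30 min at 37 deg C with 10 uM ATP. Compounds screened at one 76 uM concentration against 40 or 20 nM TRiC in Tris pH 7.4/KCl/MgCl2/DTT buffer.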
WRN helicase inh – qHTS for Inhibitors of WRN Helicase; Bifunctional 3'-5' exonuclease/ATP-dependent helicase WRN (Homo sapiens), Q14191; WRN helicase unwinding, fluorescent forked duplex, kinetic; Potency, µM (highest dose often 114 µM), inactives show at the top dose activity change, negative = inhibition, usual class: inhibitors; 360,000 tested, 0.46% active; AID 651768, 2012; note: potency is the fitted concentration of half-maximal effect; % is set by controls: 0 for no effect and ±100 for the full control effect; nearly all actives have a fitted effect of over 55% in size
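Kinetic fluorescence helicase assay: unwinding of a quenched forked DNA duplex (100 nM final) with 2 mM ATP final raises red fluorescence (525/598 nm). Compounds sat 15 min at room temperature with 20 nM WRN beforehand.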
EPAC2 agonist – qHTS for Agonist of cAMP-regulated guanine nucleotide exchange factor 4 (EPAC2): primary screen. EPAC2 activation, biochemical qHTS; response scale: 100% = 6.5 mM cAMP response. Potency, µM (series often up to 154 µM), for inactives: at the top dose activation, actives largely listed as activators. 360,000 tested, 0.079% active; note: potency is the fitted concentration of half-maximal effect; nearly all actives have a fitted effect of over 50% in size
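Exchange assay: 100 nM EPAC2 with 250 nM Rap1B-BODIPY-GDP and 50 uM GDP. Fluorescence (ex 480/em 540 nm) read every 5 min for 30 min at room temperature. Data normalized to 6.5 mM cAMP as agonist control.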
PLK1 PBD inh – qHTS for Inhibitors of PLK1-PDB (polo-like kinase 1 - polo-box domain): Primary Screen. Serine/threonine-protein kinase PLK1 (Homo sapiens), P53350. Plk1 PBD binding of FITC phosphopeptide, fluorescence polarization. 360,000 tested, 2.8% active. Potency, µM, without a hit: max response, negative = inhibition, hits mostly inhibitors; note: potency is the fitted concentration of half-maximal effect; series mostly up to about 57 µM; % is set by controls: 0 for no effect and ±100 for the full control effect; nearly all actives have a fitted effect of over 65% in size
Target sequence (P53350 whole entry, looked up, the tested form may be a part): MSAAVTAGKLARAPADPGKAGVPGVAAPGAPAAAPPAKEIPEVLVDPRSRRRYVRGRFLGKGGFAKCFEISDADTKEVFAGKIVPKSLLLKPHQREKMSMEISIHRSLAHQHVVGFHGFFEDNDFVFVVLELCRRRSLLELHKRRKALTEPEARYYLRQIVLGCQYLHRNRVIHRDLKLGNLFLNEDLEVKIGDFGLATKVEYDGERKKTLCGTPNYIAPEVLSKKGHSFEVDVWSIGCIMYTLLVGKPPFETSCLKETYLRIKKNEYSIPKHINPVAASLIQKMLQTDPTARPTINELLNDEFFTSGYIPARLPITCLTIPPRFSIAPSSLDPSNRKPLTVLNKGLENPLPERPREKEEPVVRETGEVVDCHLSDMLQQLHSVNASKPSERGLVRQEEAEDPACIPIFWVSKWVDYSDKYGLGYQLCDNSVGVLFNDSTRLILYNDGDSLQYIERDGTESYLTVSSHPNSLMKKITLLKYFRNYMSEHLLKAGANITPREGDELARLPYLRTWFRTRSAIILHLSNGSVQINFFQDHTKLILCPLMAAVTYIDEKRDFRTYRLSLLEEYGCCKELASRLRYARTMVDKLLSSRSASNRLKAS
* hit, by the source's call; ? = inconclusive; / = no result given. Unless noted, calls come from the whole dose curve; as a rule, active = well fitted curve in the direction sought with a large enough effect; inconclusive = small, poorly fitted or top-dose-only effect, or another doubt; inactive = no such curve, though single readings can be large; an effect the other way counts as inactive or inconclusive. These rows are one share of the data (hit frequency here may not be typical).

entry | mol | EPAC2 agonist | CCT chaperon mod | PLK1 PBD inh | PI5P4Ka inh | IL-2 act | EPAC1 ag | EPAC1 antagonist | WRN helicase inh
1 | O=C1c2ccccc2S(=O)(=O)N1CC(O)COc1ccc(Br)cc1 (configuration not stated) | 10% | 0.6 | -1% | / | -2.1 | 16% | -15% | -5%
2 | Cc1ccc(C2CC(c3cccs3)n3nc(N)nc3N2)cc1 (configuration not stated) | 11% | 0.6 | -8% | / | -2.0 | 6% | -2% | 3%
3 | O=C(N/N=C/c1ccco1)c1cc2ccccc2o1 | 4% | -3.7 | -3% | 4 | 0.1 | 0% | -7% | -3%
4 | CCNC(=O)C1CCCN(C(=O)c2ccccc2F)CC1 (configuration not stated) | 0% | -0.2 | 4% | -5 | 0.7 | 2% | -2% | 3%
5 | Cc1ncc(CN2CCC(C(=O)Nc3ccc(-n4cccn4)cc3)CC2)s1 | 4% | -3.4 | 0% | -4 | -3.7 | -5% | 10% | -4%
6 | Cc1cc(C(=O)Nc2nc3c(s2)CCCC3)no1 | -2% | -0.4 | -8% | 3 | -2.1 | -1% | 12% | 13%
7 | CCOC(=O)C1=C(O)CSC1=Nc1ccc(Cl)cc1 | 6% | 1.0 | -12% | 1 | 0.9 | 2% | -6% | -3%
8 | CC(C)(C)c1ccc(NC(=O)Nc2ccc(OCC(=O)N3CCOCC3)cc2)cc1 | -9% | 1.6 | 22% | -2 | -0.6 | -11% | -17% | -21%
9 | N#Cc1ccc(COC(=O)CSc2nnc(C3CCCCC3)n2N)cc1 | -1% | -2.4 | -5% | 1 | -2.6 | 3% | 10% | 7%
10 | CC(=O)OCC(C)n1c(=O)c2ccccc2n1C(C)=O (configuration not stated) | 1% | -1.4 | 1% | 0 | 0.6 | -5% | 14% | -3%
11 | COc1ccc(-c2csc(N(CCCN(C)C)C(=O)c3ccccc3F)n2)cc1 | 4% | -1.7 | 1% | 0 | -1.0 | 4% | -2% | -3%
12 | O=C(NC1CC1)C1CCN(C2CCN(C(=O)c3ccc(C(F)(F)F)cc3)CC2)CC1 | 8% | 0.5 | -9% | -3 | -0.2 | -6% | -1% | -3%
13 | CCOC(=O)c1ccc2ncc(C(=O)OCC)c(Nc3ccc(N4CCOCC4)cc3)c2c1 | 1% | 1.6 | 4% | 13 | -0.1 | 14% | 6% | -22%
14 | O=C(Nc1ccccc1OC(F)F)c1cccc(S(=O)(=O)N2CCCC2)c1 | 8% | -0.1 | 17µM* | -19 | -2.4 | 14% | -10% | -4%
15 | N#Cc1cnn(CC2CCCCC2)c1N | -1% | -1.6 | -6% | -1 | -0.2 | -5% | -4% | 2%
16 | Cc1cc(CSc2ccc(Cl)cc2)ccc1N | 17% | -1.7 | -15% | 24 | 0.0 | 6% | -4% | -8%
17 | NC[C@H](Cc1ccccc1)NCCc1cc(C(F)(F)F)cc(C(F)(F)F)c1 | 10% | 0.4 | -5% | 27 | -0.5 | -16% | -7% | -3%
18 | CC(=O)Oc1ccc2c(c1)C(=O)CCCCCC(=O)O2 | 14% | -1.7 | -12% | -6 | -3.8 | -4% | 1% | 5%
19 | COc1ccc(C(=O)Oc2ccc(C(C)=O)cc2)c(OC)c1 | 10% | -1.8 | -8% | 8 | -0.4 | 10% | 5% | 11%
20 | O=C(O)CN1C(=O)CC(Cc2ccccc2)C1=O (configuration not stated) | 4% | -3.9 | -6% | 1 | -1.1 | 2% | 0% | 4%
21 | CCCS(=O)(=O)c1nc(S(=O)(=O)c2ccc(C)cc2)c(NCc2ccccn2)s1 | -1% | -0.9 | -1% | 1 | 0.8 | 5% | -4% | -1%
22 | Cc1nnsc1-c1nnc(SCC(=O)c2ccccc2)n1C1CC1 | 5% | -1.0 | -8% | -2 | -0.2 | 5% | -19% | 4%
23 | CC(C)CCNC(=O)C1CC(c2ccccc2C(F)(F)F)=NO1 (configuration not stated) | -6% | -4.2 | 3% | 0 | -0.2 | -18% | -19% | -3%
24 | Cc1cc(C)c(C(=O)NC2CC(C)(C)Cc3c2cnn3-c2ccccc2)o1 (configuration not stated) | -6% | 0.0 | 5% | 0 | -0.6 | -9% | -13% | 0%
25 | COc1ccc(C2/C(=C(/O)c3ccc4c(c3)CC(C)O4)C(=O)C(=O)N2Cc2ccncc2)cc1 (configuration not stated) | 5% | -0.5 | -12% | 1 | -2.3 | 10% | 1% | -9%
26 | COc1ccc(C(=O)C(Sc2nnc(C)c(=O)[nH]2)c2ccc(OC)cc2)cc1 (configuration not stated) | 4% | -0.9 | -2% | 2 | -3.8 | -7% | -3% | 1%
27 | O=C(C1=C[C@@H](C2CC2)C[C@@H](OCCCCO)O1)N1CCN(Cc2ccccc2)CC1 | 6% | 0.7 | -10% | 8 | 0.2 | -2% | 3% | -2%
28 | O=C(Cn1nc(Br)nc1Br)c1ccccc1 | 5% | 1.3 | -10% | 6 | -4.2 | 0% | 1% | -9%
29 | Cc1cc(OCC(=O)NCCc2ccc(Cl)cc2)c2c(C)cc(=O)oc2c1 | 9% | -1.9 | -19% | 0 | -3.4 | 3% | ? | 2%
30 | COc1ccc(CCN2C(=O)C=CC2=O)cc1OC | 6% | -1.4 | 6.7µM* | -11 | -0.4 | -2% | 1% | 32µM*

Nos. 19–21, reprinted for reference:
entry | mol | EPAC2 agonist | CCT chaperon mod | PLK1 PBD inh | PI5P4Ka inh | IL-2 act | EPAC1 ag | EPAC1 antagonist | WRN helicase inh
19 | COc1ccc(C(=O)Oc2ccc(C(C)=O)cc2)c(OC)c1 | 10% | -1.8 | -8% | 8 | -0.4 | 10% | 5% | 11%
20 | O=C(O)CN1C(=O)CC(Cc2ccccc2)C1=O (configuration not stated) | 4% | -3.9 | -6% | 1 | -1.1 | 2% | 0% | 4%
21 | CCCS(=O)(=O)c1nc(S(=O)(=O)c2ccc(C)cc2)c(NCc2ccccn2)s1 | -1% | -0.9 | -1% | 1 | 0.8 | 5% | -4% | -1%

Further structures
entry | mol | EPAC2 agonist | CCT chaperon mod | PLK1 PBD inh | PI5P4Ka inh | IL-2 act | EPAC1 ag | EPAC1 antagonist | WRN helicase inh
31 | CCCn1c(NCCO)nc2ccccc21 | 2% | 1.1 | -6% | / | 0.6 | 3% | 8% | 4%
32 | O=[N+]([O-])c1cc(S(=O)(=O)N2CCOCC2)ccc1OCc1cccc(Cl)c1 | 4% | -0.2 | 1% | 6 | -0.2 | 2% | 5% | -3%
33 | COc1ccc(NC(=O)CCCNC(=O)Cn2cnc3sc4c(c3c2=O)CCCC4)c(OC)c1 | -17% | 0.0 | 0% | 4 | 2.4 | -4% | -11% | -4%
34 | CN(Cc1ccccc1)c1nc2c(c(=O)n(C)c(=O)n2C)n1CCSc1ncccn1 | 10% | -2.5 | -8% | 2 | -2.9 | 1% | -15% | -2%
35 | CCC(C)NC(=O)c1ccc(N2CC3CC(C2)c2cccc(=O)n2C3)c(NC(=O)c2c(F)cccc2F)c1 (configuration not stated) | 6% | 1.4 | 0% | -6 | -3.3 | -6% | 0% | 15%
36 | O=C(O)c1ccc(/C=C(\c2nc3ccccc3[nH]2)c2nc3ccccc3s2)cc1 | 2% | -3.0 | ? | 2 | -0.5 | 8% | -2% | -20%
37 | CC(C)N(C)c1ncnc2c1ncn2[C@H]1CN(Cc2ccc(-c3ccccc3)cc2)C[C@@H](CO)O1 | 4% | -0.7 | 0% | 9 | -0.2 | 3% | -5% | -6%
38 | Cc1cc(C)cc(C(O)c2ncc(-c3ccc(F)cc3)[nH]2)c1 (configuration not stated) | -2% | -1.4 | 3% | 4 | -0.2 | -10% | -7% | 10%
39 | Cc1ccc(C)n1-c1cccc(NC(=O)c2ccccc2)c1 | -3% | -3.6 | -13% | 0 | -0.7 | 5% | -23% | -4%
40 | COc1ccccc1CNCc1cc(OC)c(OC)cc1OC | -8% | -2.8 | -3% | / | -2.2 | 3% | 2% | 4%
41 | Cc1c(Cl)cccc1N(CC(=O)O)S(C)(=O)=O | 4% | -2.5 | -8% | 2 | -3.8 | 0% | 5% | 3%
42 | CC(C)COC(=O)C(C)Nc1n[nH]c(=S)[nH]c1=O (configuration not stated) | 2% | 0.6 | ? | 0 | -0.4 | 3% | 4% | -5%
43 | CSc1nc(S(=O)(=O)c2ccc(C)cc2)c(N2CCOCC2)s1 | 15% | -2.5 | -22% | 3 | -0.3 | 12% | -8% | 0%
44 | Cc1nn(Cc2ccccc2)c(C)c1C(=O)OCC(=O)c1cc(C)n(C2CC2)c1C | 10% | 0.5 | -5% | / | -3.6 | 16% | 3% | -6%
45 | Cc1cccc(-c2nnc(SCCC(=O)N3CCOCC3)o2)c1 | -14% | -2.6 | -12% | 0 | 0.0 | 16% | 22% | ?
46 | COCC(C)NC(=O)c1ccc(CN2CCc3ccccc3C2)cc1 (configuration not stated) | 17% | -2.8 | -10% | 0 | 0.1 | 6% | 7% | -2%
47 | O=C(Nc1ccccc1N1CCOCC1)c1cccc(NS(=O)(=O)c2ccc(F)c(F)c2)c1 | 11% | 0.6 | -5% | 7 | -0.5 | 7% | -21% | 0%
48 | CCN(Cc1ccccc1)C(=O)c1ccc2c(=O)n3c(nc2c1)CCC3 | -1% | -4.8 | -6% | -6 | 2.1 | 12% | -10% | 14%
49 | Cc1nn(-c2ccccc2)c(Cl)c1/C=N/NC(=O)c1ccccc1F | 10% | 3.0 | 4% | 1 | -1.4 | 1% | -5% | -7%
50 | CC(C)CN(C(=O)COC(=O)C(C)N1C(=O)c2ccccc2C1=O)c1c(N)n(Cc2ccccc2)c(=O)[nH]c1=O (configuration not stated) | -10% | -1.2 | -1% | -4 | 0.7 | -29% | 3% | 12%
51 | CC1CCCC(C)N1NC(=O)c1ccc(Cl)c(S(N)(=O)=O)c1 (configuration not stated) | 4% | -0.5 | -6% | 4 | 0.7 | -29% | 11% | 0%
52 | O=C(OCC(=O)c1cccs1)c1ccccc1 | 4% | 2.0 | -3% | 6 | -0.9 | 0% | 0% | -5%
53 | CCCOc1nnnn1-c1ccccc1 | -10% | 1.6 | -1% | -2 | 0.4 | 1% | 16% | 8%
54 | Cn1c(SCC(=O)N2c3ccccc3Sc3ccccc32)nnc1-c1ccco1 | 3% | 11 | -5% | -12 | -3.0 | 6% | 8% | -11%
